High-throughput results as filed in PubChem BioAssay.
FLuc inh counter = counter-screen for luciferase assay inhibitors: firefly luciferase inhibition; P08659; ATPLite firefly luciferase biochemical luminescence, 10 min; inhibition, % at 10 µM; 200,000 compounds, 1.5% hits; AID 1006;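 active = inhibition above about 50% when tested at 10 µM, limit read from the data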
Target sequence (P08659 whole entry, looked up): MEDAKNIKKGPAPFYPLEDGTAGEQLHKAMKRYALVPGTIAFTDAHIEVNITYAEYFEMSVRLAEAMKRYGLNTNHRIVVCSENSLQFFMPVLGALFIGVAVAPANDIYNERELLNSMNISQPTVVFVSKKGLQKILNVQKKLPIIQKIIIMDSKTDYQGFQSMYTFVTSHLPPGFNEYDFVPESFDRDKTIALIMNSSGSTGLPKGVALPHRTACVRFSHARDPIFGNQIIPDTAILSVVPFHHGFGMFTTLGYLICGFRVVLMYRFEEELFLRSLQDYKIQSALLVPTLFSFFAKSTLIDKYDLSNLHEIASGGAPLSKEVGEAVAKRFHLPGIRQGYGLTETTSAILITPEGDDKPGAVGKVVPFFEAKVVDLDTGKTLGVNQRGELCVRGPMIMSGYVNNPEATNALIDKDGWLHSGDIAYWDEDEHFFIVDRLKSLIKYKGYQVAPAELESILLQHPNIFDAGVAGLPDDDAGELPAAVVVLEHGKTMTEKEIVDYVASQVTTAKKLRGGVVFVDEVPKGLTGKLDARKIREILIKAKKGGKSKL
HMGR II inh = blocks class II HMG-CoA reductase of Enterococcus faecalis | purified E. faecalis HMGR, NADPH absorbance 340 nm kinetic | inhibition, % at 10 µM | 190,000 compounds, 0.41% hits | AID 1066;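 active = inhibition above a set limit, the median over all tested compounds plus 3 SD, cut at about 9.5% in these data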;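 also: enzyme runs in reverse so mevalonate oxidation gives rising NADPH absorbance; 0% = complete reaction with DMSO and 100% = background rate lacking mevalonate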
FLuc act counter = affects firefly luciferase, flagging false hits in luciferase stimulation screens | P08659 | ATPlite luciferase biochemical, luminescence, 10 min; 0 = ATP-free wells, 1 = DMSO control | activation factor at 10 µM | 200,000 tested, under 10 active | AID 1027;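 active = luciferase activation factor, scaled between plate controls, of at least 2 with compound at 10 µM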
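Assay system: Luciferase/luciferin detection reagent, cell-free biochemical luciferase assay / Read-out: luciferase activation / Benchmarks: No-ATP low control, compound-free enzyme-plus-ATP high control / Medium: PBS buffer for ATP / Detection: luminescence measurement of luciferase light output / Schedule: 10 min at ambient temperature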
Redox H2O2 prof = compounds producing H2O2 with reducing agent – biochemical, NIH compound library profiling, artefact control for MLSCN library redox annotation, primary screen. activation, % at 10 µM. DTT-dependent redox cycling H2O2, phenol red/HRP absorbance; 100% = 100 µM peroxide control, 0% = buffer. AID 878. 200,000 compounds, 0.03% hits;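 active = activation of at least 50% relative to the plate's high and low controls in the primary single-dose screen; inactive = activation below 50%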;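 also: compound incubated with DTT at 0.8 mM final as the reducing agent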
NF-kB expr up = compounds increasing NF-kB expression in human neuronal cells | 190,000 compounds, 1.6% hits | fold change at 12.5 µM | AID 1239 | NF-kB reporter expression; stronger effect = higher value; in the data active = fold change above about 3.3
G6PDH CS = L. mesenteroides G6PDH inhibition counter-screen; 200,000 compounds, 0.12% hits; Purified L. mesenteroides G6PDH, diaphorase/resazurin coupled fluorescence, 45 min; inhibition, % at 5 µM; in the data active = inhibition above about 50%
STAT1 activator = STAT1 signaling activation; 200,000 compounds, 2.6% hits; activation (% of control), % at 5.5 µM; AID 932; NIH 3T3 STAT1-luciferase reporter, IFN-gamma, luminescence; 100% = IFN-gamma alone, no compound;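 active = activation above the screen-wide mean activation plus 3 SD, cut at about 130% in these data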;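 also: raw ratio to IFN-gamma control signal so 100% means no change and 0% no light; values of inactives mirror those of a sister screen read the other way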
APP transl inh = APP translation inhibition. SH-SY5Y APP 5'UTR-luciferase reporter, luminescence. 190,000 compounds, 0.82% hits. inhibition, % at 2 µM;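 active = inhibition above a set limit, derived from the sample mean plus 3 SD, cut at about 45% in these data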; also: values of inactives mirror those of a sister screen read the other way
APP 5'UTR act = APP 5'UTR luciferase reporter activation. SH-SY5Y APP 5'UTR luciferase reporter, luminescence; zero percent = DMSO vehicle wells. activation, % at 2 µM. 190,000 compounds, 1% hits. AID 1276;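 active = activation above a set limit, based on mean plus 3 SD of controls, cut at about 140% in these data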; also: values of inactives mirror those of a sister screen read the other way
Hsp70 act = transcriptional activators of Hsp70 | HeLa Hsp70 promoter luciferase reporter, luminescence; scaled: vehicle 0, proteasome-inhibitor control 100% | activation, % at 10 µM | 200,000 compounds, 0.04% hits | AID 1203;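 active = activation above the mean across all tested compounds plus 3 SD, cutoff set per campaign, cut at about 5.5% in these data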;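 also: 100% = MG132 at 30 µM as the positive control and 0% = DMSO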
Numbers without * were called inactive; . = no result given.

SMILES	FLuc inh counter	HMGR II inh	FLuc act counter	Redox H2O2 prof	NF-kB expr up	G6PDH CS	STAT1 activator	APP transl inh	APP 5'UTR act	Hsp70 act
COc1ccc(CCNC(=O)COC(=O)CCC(=O)c2ccc(F)cc2)cc1	5	8	0.9	0.1	1.2	3	91	5	-5	0.0
O=C(CCCN1C(=O)c2ccccc2C1=O)Nc1ccc(S(=O)(=O)N2CCOCC2)cc1	-8	3	1.1	2.4	0.9	2	96	2	-2	-0.7
COc1ccc(OCCSc2ncn[nH]2)cc1	4	1	1	0.4	1.6	4	113	-14	14	0.0
CSc1ccccc1C(=O)Nc1nccs1	3	-5	1	-18	1.1	12	95	-3	3	0.2
O=[N+]([O-])c1ccc(S(=O)(=O)NCCc2ccncc2)cc1	-2	-6	1	-2.1	1.3	1	101	6	-6	-0.3
CCCCC(=O)Nc1cccn2ncnc12	-3	2	1	-0.7	1.2	2	99	7	-7	0.2
O=C(C1=C[C@@H](c2ccccc2)C[C@@H](OCc2ccc(CO)cc2)O1)N1CCOCC1	-1	-4	1	-0.3	1.1	7	98	6	-6	0.2
O=C(OCCN1C(=O)c2ccccc2C1=O)C1CCN(S(=O)(=O)c2cccs2)CC1	-5	-2	1	-0.3	1.2	3	101	-5	5	0.3
O=S(=O)(CCc1nc2ccccc2o1)c1ccc(Cl)c(Cl)c1	-3	-7	1	0.2	2.1	5	97	13	-13	-0.1
CS(=O)(=O)N1CCN(c2ccccc2NC(=O)c2cc(Br)ccc2Cl)CC1	-2	-2	1	-0.1	1	0	93	-4	4	-0.2
CCOC(=O)CC(C)(C)/C(C)=N/Nc1ccc([N+](=O)[O-])cc1[N+](=O)[O-]	-2	1	1	-0.3	1.2	-3	91	23	-23	0.0
Cc1ccc(S(=O)(=O)N2c3ccccc3NC(=O)CC2C)cc1 (stereo unspecified)	-6	1	1.1	1.2	1.2	-11	99	-14	14	0.2
COc1nonc1NC(=O)CSc1nc2ccccc2[nH]1	6	1	0.9	2.7	1.1	-4	100	-4	4	-0.1
Cc1nn(CC(=O)NCC2CCCO2)c(=O)c2ccccc12 (stereo unspecified)	-1	-1	1	-0.8	1.1	10	104	18	-18	-0.3
COc1cccc(-n2c(SCC(=O)Nc3sc4c(c3C(N)=O)CCC4)nc3ccccc3c2=O)c1	-6	3	1.1	-7.3	1.1	1	100	-7	7	-0.3
CC(=O)CSc1ncnc2nc[nH]c12	-6	-10	1.1	3.1	1	5	98	4	-4	0.1
CCOC(=O)Cc1cc(=O)n2[nH]c(C)c(-c3ccc(OC)cc3)c2n1	-3	0	1	0.9	0.77	-10	95	1	-1	-0.1
COC(=O)[C@H](C)NC(=O)Nc1cc(OC)ccc1OC	-4	-4	1	3.8	1	-8	101	5	-5	-0.1
Clc1ccc(-c2nnc(-c3ccccc3)nc2-c2c[nH]c3ccccc23)cc1	-5	-2	1	1.4	1.1	2	91	-5	5	-0.4
C=CCn1c(NCc2cc(C)ccc2O)nc2ccccc21	-8	1	1.1	-1.3	1.4	1	104	1	-1	0.1
CC1(C)Cc2ccccc2C(N)=C1C#N	-6	-2	1.1	0.1	1.1	-3	108	7	-7	0.3
Nc1c(-c2ccccc2)c(CSc2nc3ccccc3[nH]2)nn1-c1cccc(C(=O)O)c1	-4	-2	1	0.5	0.98	11	100	-10	10	-0.1
CCN(CC)Cc1c(O)ccc2c(-c3ccccc3)cc(=O)oc12	-4	0	1	0.0	0.96	4	103	-4	4	-0.4
Cc1c(C(=O)NC2CCCc3ccccc32)oc2ccc(S(=O)(=O)N3CCCC3)cc12 (stereo unspecified)	-7	-4	1.1	0.1	1.1	2	99	4	-4	-0.3
COC(=O)c1c(NC(=O)c2c(Cl)cnn2C)sc(C)c1C	-5	11*	1	0.3	1.2	11	105	25	-25	-0.2
Later entries.
SMILES	FLuc inh counter	HMGR II inh	FLuc act counter	Redox H2O2 prof	NF-kB expr up	G6PDH CS	STAT1 activator	APP transl inh	APP 5'UTR act	Hsp70 act
COc1ccc(C(=O)Nc2ccc(S(=O)(=O)N3CCCC3)cc2)cc1	-7	-2	1.1	-1.1	1.2	-3	126	2	-2	-0.5
Cc1ccc2[nH]c(=O)c(CN(CC3CCCO3)C(=O)c3ccncc3)cc2c1 (stereo unspecified)	-8	-4	1.1	-0.9	1.4	-10	93	2	.	-0.4
O=C(COC(=O)c1cc(S(=O)(=O)N2CCOCC2)ccc1O)NCCc1ccccc1	-10	-3	1.1	0.1	1.2	10	104	4	-4	-0.2
CCCC(C)C(=O)Nc1cc([N+](=O)[O-])ccc1Cl (stereo unspecified)	10	-2	0.9	0.0	1	17	94	1	-1	-0.2
O=C(NC1CCCC1)C(c1ccc(N2CCOCC2)cc1)N(C(=O)c1ccco1)c1ccccc1F (stereo unspecified)	-2	-5	1	-0.7	1.1	14	95	15	-15	-0.2
CCC(=O)Oc1ccc(C(=O)Nc2ccccc2C(=O)NCC(C)C)cc1	2	1	1	0.2	1.3	3	94	-13	13	-0.1
COc1ccc(/C=C2\CCc3ccccc3C2=O)cc1OC	14	4	0.9	-3.9	3.6*	2	94	-62	62	-0.2
CC(=O)N1CCC(O)(c2cccc(C(F)(F)F)c2)CC1	-9	-8	1.1	3.1	1.1	-2	98	-3	3	-0.3
Cc1ccc(NC(=O)NC2CCCCC2)cc1Cl	11	-2	0.9	3.1	2.1	-15	126	-40	40	0.2
CC(=NC1CCCC1)c1c(C)[nH]n(-c2nc3ccccc3s2)c1=O	24	-5	0.8	2.2	0.98	0	142*	-61	61	-0.3
COc1ccccc1-c1c(C)nn2c(N3CCC4(CC3)OCCO4)cc(C)nc12	-3	1	1	-1.8	1	7	98	14	-14	0.1
CCCN(Cc1ccc(N(C)C)cc1)CC1CC1	-2	5	1	-0.3	1.2	8	105	-6	6	0.2
O=C(COC(=O)C1(c2ccccc2F)CCCC1)Nc1ncc(C(F)(F)F)cc1Cl	-2	-1	1	-0.7	0.95	5	102	15	-15	-0.3
CC(=O)c1cccc(NC(=O)C2CCCN2S(=O)(=O)c2cccc3nsnc23)c1 (stereo unspecified)	-7	-9	1.1	0.5	0.81	4	100	14	-14	0.1
COc1ccccc1OCc1nc(C#N)c(N2CCCC2)o1	-3	-2	1	-0.7	1	10	112	-14	14	-0.2
CN(C)CCCN(C(=O)COc1ccccc1)c1nc2ccc(Cl)cc2s1	-3	0	1	-0.6	1.5	3	100	7	-7	-0.2
COc1ccccc1NC(=O)c1ccc2nc(-c3ccccc3)c(-c3ccccc3)nc2c1	-4	-4	1	0.4	0.96	0	104	14	-14	0.1
C/C(=N\NC(=O)CNc1ccc(F)cc1)c1cc2ccccc2o1	-1	-4	1	1.6	1.2	1	104	11	-11	0.0
COc1ccc(C(=O)C2CCCN(Cc3ccc(Sc4nncn4C)o3)C2)cc1F (stereo unspecified)	-5	-4	1.1	-0.3	1.1	2	94	2	-2	-0.3
O=c1c(-c2ccc(O)cc2)coc2cc(OC3OC(CO)C(O)C(O)C3O)cc(O)c12 (stereo unspecified)	15	1	0.9	0.7	2.5	20	121	-54	54	-0.1
O=C(COC(=O)CCCc1nc2ccccc2s1)Nc1ncc(Cl)cc1Cl	-2	-4	1	0.6	0.98	-14	97	0	0	-0.2
CSc1ccc(/C=N/NC(=O)c2ccccc2Cl)cc1	9	-6	0.9	-0.5	.	0	133*	-10	10	0.3
CCCC1(CCC)NC(=O)NC1=O	-8	-1	1.1	2.0	1.4	-5	95	-22	22	-0.3
C=CCn1c(-c2cccc3ccccc23)n[nH]c1=S	1	-3	1	-1.0	1.2	1	103	-6	6	-0.3
COc1ccc(/C=N/OCC(=O)N2CC3(C)CC2CC(C)(C)C3)cc1 (stereo unspecified)	-12	-3	1.1	1.8	0.93	7	97	-1	1	-0.4
Next records
SMILES	FLuc inh counter	HMGR II inh	FLuc act counter	Redox H2O2 prof	NF-kB expr up	G6PDH CS	STAT1 activator	APP transl inh	APP 5'UTR act	Hsp70 act
Cc1cccc(CN2C(=O)CCSc3ccc(Cl)cc32)c1	-4	-2	1	2.0	0.95	-5	96	-9	9	0.7
O=C(OCCCN=C1NS(=O)(=O)c2ccccc21)c1ccc(F)cc1	-1	-7	1	0.4	0.98	4	94	1	-1	0.4
CCOC(=O)N1CCN(CCC(=O)Nc2cc([N+](=O)[O-])ccc2OC)CC1	-3	-1	1	-0.4	1.1	6	104	-18	17	0.1
C/C=C(\C)CN1CCN(c2cccc(C)c2C)CC1	-10	3	1.1	-1.0	1.2	6	94	-1	1	0.2
Cc1ccc(CC2CC(=O)N(Cc3ccco3)C2=O)cc1 (stereo unspecified)	-7	.	1.1	-4.1	4.3*	6	142*	-106	106	-0.1
COC(=O)C(NS(=O)(=O)c1ccc(F)cc1)c1ccccc1 (stereo unspecified)	-7	-1	1.1	-0.3	0.73	1	102	-18	18	-0.2
CCOC(=O)C1=C(N)N2C(=O)C(C)SC2=C(C(=O)OC)C1c1cccc(OC)c1 (stereo unspecified)	-5	0	1.1	-1.1	0.95	5	95	-19	19	0.1
O=C(Nc1nnc(CCOCCOCCc2nnc(NC(=O)c3ccco3)s2)s1)c1ccco1	-8	-3	1.1	0.2	1.2	-3	103	-11	11	-0.4
CCCS(=O)(=O)N1CCCC(C(=O)NCCCN2CCN(c3ccccc3F)CC2)C1 (stereo unspecified)	-4	-7	1	2.5	1.4	0	98	.	.	-0.6
O=C(O)c1ccc(-c2nc(-c3ccc(Cl)cc3)cs2)cc1	1	2	1	-0.9	6.3*	-6	181*	-241	241*	-0.1
O=c1[nH]c2ccc(Cl)cc2c(-c2ccccc2)c1SC(=S)N1CCCCC1	-8	2	1.1	-0.1	1.1	13	99	4	-4	-0.1
O=C(NNC(=S)NC1CCCCC1)c1cccs1	7	-4	0.9	-1.1	1	14	96	-5	5	0.1
COc1ccccc1C(=O)C1CCCN(C(=O)CCC(=O)c2ccccc2)C1 (stereo unspecified)	-1	2	1	-2.0	0.78	16	87	-14	14	-0.1
CCc1c(C)n([O-])c2c([n+]1=O)CCCCC2	-5	-3	1	0.4	1.3	-2	106	10	-10	-0.3
Cc1cc(N)c(NC2=CC(=O)CC(C)(C)C2)cc1C	-4	2	1	-0.2	1.1	5	109	-49	49	0.0
CCCOC(=O)c1ccc(OCC(O)Cn2c(C)nc3ccccc32)cc1 (stereo unspecified)	-4	-3	1	-0.8	1.4	-28	77	0	0	-0.2
O=C(c1ccccc1)c1ccc2nc(-c3ccc(NC(=O)c4ccccc4F)cc3)[nH]c2c1	-6	-1	1.1	1.2	0.67	9	97	-9	9	-0.1

Record cards (already shown):
Record of Cc1cccc(CN2C(=O)CCSc3ccc(Cl)cc32)c1 : FLuc inh counter = -4; HMGR II inh = -2; FLuc act counter = 1; Redox H2O2 prof = 2.0; NF-kB expr up = 0.95; G6PDH CS = -5; STAT1 activator = 96; APP transl inh = -9; APP 5'UTR act = 9; Hsp70 act = 0.7
Record of O=C(c1ccccc1)c1ccc2nc(-c3ccc(NC(=O)c4ccccc4F)cc3)[nH]c2c1 : FLuc inh counter = -6; HMGR II inh = -1; FLuc act counter = 1.1; Redox H2O2 prof = 1.2; NF-kB expr up = 0.67; G6PDH CS = 9; STAT1 activator = 97; APP transl inh = -9; APP 5'UTR act = 9; Hsp70 act = -0.1
Record of O=C(OCCCN=C1NS(=O)(=O)c2ccccc21)c1ccc(F)cc1 : FLuc inh counter = -1; HMGR II inh = -7; FLuc act counter = 1; Redox H2O2 prof = 0.4; NF-kB expr up = 0.98; G6PDH CS = 4; STAT1 activator = 94; APP transl inh = 1; APP 5'UTR act = -1; Hsp70 act = 0.4
